Assay outcomes as filed in PubChem.
PPARg SRC-1 ag – PPARgamma agonists recruiting SRC-1 coactivator, primary screen, biochemical; Peroxisome proliferator-activated receptor gamma (Homo sapiens), P37231; PPARgamma-SRC-1 coactivator recruitment biochemical assay; activation, % at 8 µM; 200,000 compounds, 0.41% hits; AID 631, 2007; in the data active = activation above about 19%;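 also: 0% = DMSO and 100% = reference agonist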
S1P3 antag – S1P3 receptor antagonists, primary screen, cell-based. Sphingosine 1-phosphate receptor 3 (Homo sapiens), Q99500. CHO S1P3 NFAT-BLA reporter, FRET fluorescence, antagonist mode. inhibition, % at 4.98 µM. 170,000 compounds, 0.27% hits. AID 485, 2006;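 active = inhibition above the plate cutoff, the mean inhibition of test wells on that plate plus 3 SD, cut at about 28% in these data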;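 also: cells challenged with S1P at its EC80 of 0.8 µM; blue over green emission ratio from cleaved BLA substrate after 4 h stimulation; 0% = S1P-stimulated wells and 100% = unstimulated DMSO-only wells; some compounds past the cut are filed as inactive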
G6PDH CS – L. mesenteroides G6PDH inhibitors, counter-screen for G6PDH-coupled screening assays, biochemical, Leuconostoc mesenteroides enzyme | glucose-6-phosphate dehydrogenase [Leuconostoc mesenteroides] | Purified L. mesenteroides G6PDH, diaphorase/resazurin coupled fluorescence, 45 min | inhibition, % at 5 µM | 200,000 compounds, 0.12% hits | AID 1020, 2008; in the data active = inhibition above about 50%
Diaphorase act – compounds boosting diaphorase resazurin reduction – biochemical, uHTS, resorufin fluorescence, counter-screen for diaphorase-coupled primary assays, primary screen; Diaphorase/resazurin coupled assay, 16 min; active compounds read high; 1 = vehicle wells, 0 = NADH-free wells; activation factor at 20 µM; 190,000 compounds, 0.005% hits;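 active = diaphorase activity raised at least twofold by the compound at 20 µM; inactive = activation factor below 2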
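Material: bacterial diaphorase enzyme (C. kluyveri); amount: enzyme 0.07 U/mL final; reagent: NADH substrate 0.114 mM plus resazurin dye 0.1 mM, final; doses: single compound dose of 20 µM, 1% DMSO final; timing: 16 min enzyme reaction, ambient temperature; measured by: fluorescence of resorufin, 544 nm excitation, 590 nm emission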
PMI act – activators of human PMI, primary screen, biochemical, fluorescence intensity, near-Km mannose 6-phosphate. Mannose-6-phosphate isomerase (Homo sapiens), P34949. purified human PMI, coupled resazurin fluorescence, 20 min; active compounds read high; 1 = vehicle control, 0 substrate-free wells. activation factor at 20 µM. 190,000 compounds, 0.005% hits. AID 1214, 2008;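 active = activation factor of 2 or more at 20 µM, relative to plate controls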
Target sequence (P34949 whole entry, looked up): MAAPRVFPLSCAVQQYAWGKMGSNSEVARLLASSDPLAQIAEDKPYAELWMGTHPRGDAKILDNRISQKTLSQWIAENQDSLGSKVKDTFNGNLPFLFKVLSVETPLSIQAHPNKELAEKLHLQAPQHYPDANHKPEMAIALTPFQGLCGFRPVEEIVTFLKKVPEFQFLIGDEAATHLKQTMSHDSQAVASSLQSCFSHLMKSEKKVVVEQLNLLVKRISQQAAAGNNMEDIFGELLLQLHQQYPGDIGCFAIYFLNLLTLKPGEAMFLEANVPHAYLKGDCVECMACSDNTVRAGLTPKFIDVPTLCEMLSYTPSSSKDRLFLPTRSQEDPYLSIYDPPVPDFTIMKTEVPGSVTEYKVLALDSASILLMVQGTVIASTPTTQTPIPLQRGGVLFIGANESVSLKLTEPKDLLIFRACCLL
PPARg SRC2 recr – agonists of PPARg-SRC-2 recruitment, primary screen, biochemical, HTS | Peroxisome proliferator-activated receptor gamma (Homo sapiens), P37231 | PPARgamma LBD-SRC-2 recruitment | activation, % at 8 µM | 200,000 compounds, 0.34% hits; in the data active = activation above about 22%;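 also: 0% = vehicle and 100% = reference agonist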
PPARg SRC3 recr – PPARgamma agonists recruiting SRC-3 coactivator, primary screen, biochemical. biochemical PPARgamma/SRC-3 coactivator recruitment assay. 200,000 compounds, 0.26% hits. Peroxisome proliferator-activated receptor gamma (Homo sapiens), P37231. activation, % at 8 µM; in the data active = activation above about 23%;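 also: 0% = DMSO and 100% = reference agonist; some compounds past the cut are filed as inactive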
PMI act hi M6P – human PMI activators, high substrate, primary screen, biochemical, fluorescence intensity, near-saturating mannose 6-phosphate. 190,000 compounds, 0.34% hits. AID 1216, 2008. activation factor at 20 µM. Mannose-6-phosphate isomerase (Homo sapiens), P34949. coupled PMI enzyme assay, resazurin fluorescence, 20 min; active compounds read high; 1 = untreated enzyme, 0 = substrate-free blank;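 active = activation factor of 2 or more at 20 µM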
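Test system: human phosphomannose isomerase with PGI, G6PDH, diaphorase coupling enzymes; Amount: PMI at 15 ng/mL final; Reagent: Mannose-6-phosphate 1.0 mM (near-saturating) plus 0.22 mM NADP+; Timing: 20 min, room temperature; Technique: resorufin fluorescence at Ex 544/Em 590 nm; Dosing: 20 µM single dose.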
SRC2 TRFRET art – TR-FRET signal artefacts, primary screen, artefact control for PPARgamma SRC-2 agonist project, biochemical; AID 1049, 2008; TR-FRET ratio at 8 µM; TR-FRET artefact counter-screen; active compounds read high; 200,000 compounds, 0.4% hits; in the data active = TR-FRET ratio above about 2000; also: inactives centre near 1500
Diaph inh CS – diaphorase inhibitors and chemical oxidizers, primary screen, counter-screen for diaphorase-coupled primary assays, biochemical, uHTS, resorufin fluorescence; diaphorase resazurin-to-resorufin fluorescence, NADH, 16 min; bacterial (C. kluyveri) enzyme, not human; inhibition, % at 20 µM; 190,000 compounds, 0.69% hits;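 active = primary screen inhibition at 20 µM above a set limit, cut at about 50% in these data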;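 also: plate controls were DMSO with full reaction for no effect and wells lacking NADH for full effect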
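controls = No-NADH positive control and DMSO neutral control | system = Clostridium kluyveri diaphorase enzyme | timing = reaction incubation of 16 min at room temperature | signal = resorufin fluorescence 544/590 nm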
ROMK primary – ROMK potassium channel modulators, primary screen, cell-based, thallium flux, MLSMR library; ATP-sensitive inward rectifier potassium channel 1 (Homo sapiens), P48048; Tet-inducible ROMK, thallium flux fluorescence; actives lie on both sides; B-score at 10 µM; 130,000 compounds, 2% hits;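 active = signal ratio slope over the read window, or its plate-corrected B-score, at least 3 SD from the plate mean, either direction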;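 also: B-score of the F/F0 ratio slope over 7 to 12 s after thallium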
Target sequence (P48048 whole entry, looked up): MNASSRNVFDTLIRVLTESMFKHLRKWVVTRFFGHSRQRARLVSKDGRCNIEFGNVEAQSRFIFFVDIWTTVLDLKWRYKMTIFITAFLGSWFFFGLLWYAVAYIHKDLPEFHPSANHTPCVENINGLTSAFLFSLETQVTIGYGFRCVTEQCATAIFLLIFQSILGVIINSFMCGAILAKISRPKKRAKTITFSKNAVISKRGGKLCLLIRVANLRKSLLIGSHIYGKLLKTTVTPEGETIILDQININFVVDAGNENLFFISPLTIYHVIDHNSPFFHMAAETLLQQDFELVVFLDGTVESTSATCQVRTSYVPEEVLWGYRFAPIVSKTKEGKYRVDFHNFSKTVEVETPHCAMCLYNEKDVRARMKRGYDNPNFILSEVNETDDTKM
Numbers without * were called inactive; · = not tested or not shown.

SMILES | PPARg SRC-1 ag | S1P3 antag | G6PDH CS | Diaphorase act | PMI act | PPARg SRC2 recr | PPARg SRC3 recr | PMI act hi M6P | SRC2 TRFRET art | Diaph inh CS | ROMK primary
Cc1nc(NC(=O)CSc2nnc(Cn3nnc4ccccc43)n2C)sc1C | -6 | -3 | -13 | 0.9 | 0.9 | 1 | 5 | 1.1 | 1397 | 5 | ·
COC(=O)c1sc2ncccc2c1OCc1c(Cl)cccc1Cl | 6 | · | 6 | 0.9 | 1 | 5 | 6 | 1 | 1479 | 12 | ·
CCCCOc1ccc(CSCCNC(=S)Nc2ccccc2)cc1 | 3 | -2 | 7 | 0.8 | 0.8 | 2 | 3 | 0.9 | 1696 | 24 | ·
COC(=O)N(NC(=O)C(O)(CCC(C)C)CCC(C)C)c1ccccc1 | 11 | 2 | -5 | 1 | 1 | 14 | 1 | 1 | 1764 | 5 | -0.0084
Cc1cccc(N2CCN(C(=O)c3cccn4c(=O)c5c(C)c(C)sc5nc34)CC2)c1C | -8 | · | 0 | 1 | 1 | 3 | -17 | 1 | 1533 | 4 | -2.5
NC(=O)c1ccc(NC(=O)COC(=O)C2CC(=O)N(Cc3ccccc3)C2)cc1 (stereo not given) | 5 | -14 | -5 | 0.9 | 1.1 | 10 | 0 | 1.1 | 1505 | 10 | 1.1
Cc1cccc2sc(NC(=O)CSCc3ccccc3)nc12 | 3 | · | -7 | 0.8 | 0.8 | 7 | 4 | 0.9 | 1623 | 21 | 1
Cc1cccc(/C(N)=N/OC(=O)COc2ccc(Cl)cc2)c1 | 3 | -29 | -4 | 1.1 | 1.2 | -7 | 0 | 1 | 1526 | -6 | 0.93
CN(C(=O)CSc1ncnc2scc(-c3ccccc3)c12)C1CCS(=O)(=O)C1 (stereo not given) | 2 | -19 | 0 | 0.9 | 1.1 | 11 | 5 | 1.1 | 1662 | 6 | 0.31
Cc1nn(C)c(C)c1C1Nc2ccccc2C(=O)N1O (stereo not given) | -6 | · | 15 | 1.1 | 1.8 | -4 | -3 | 2* | 1435 | -7 | ·
CC(C)(C)NC(=O)CSc1nc(N)cc(=O)[nH]1 | 11 | 1 | 2 | 1 | 1 | 2 | 7 | 1 | 1735 | 3 | 0.48
NC(=O)COC(=O)c1ccccc1OCc1ccccc1 | 2 | 3 | 3 | 0.9 | 1 | 8 | 2 | 0.9 | 1610 | 6 | -0.47

With a hit mark in PMI act hi M6P (from the list above):
SMILES | S1P3 antag | PMI act | PMI act hi M6P | ROMK primary
Cc1nn(C)c(C)c1C1Nc2ccccc2C(=O)N1O (stereo not given) | · | 1.8 | 2* | ·

(cont.)
SMILES | PPARg SRC-1 ag | S1P3 antag | G6PDH CS | Diaphorase act | PMI act | PPARg SRC2 recr | PPARg SRC3 recr | PMI act hi M6P | SRC2 TRFRET art | Diaph inh CS | ROMK primary
COc1ccc(Cl)cc1NC(=O)CSc1nnc(Cc2cccn2C)n1-c1ccc(F)cc1 | 4 | -15 | -10 | 0.8 | 0.8 | -7 | 2 | 0.9 | 1665 | 25 | ·
CCOC(=O)c1ccc2ncc(C(=O)OCC)c(NCCN(C)C)c2c1 | 5 | 12 | · | · | · | 6 | 4 | · | 1509 | · | ·
O=C(CN1CCOCC1)Nc1ncccn1 | 0 | · | -1 | 0.9 | 1 | -4 | 6 | 1.1 | 1521 | 7 | 0.83
CCN(CC)S(=O)(=O)c1cc(NS(=O)(=O)c2ccccc2)ccc1C | -5 | 0 | -15 | 0.8 | 0.9 | -3 | -1 | 0.9 | 1593 | 17 | ·
COc1ccccc1-n1cnnc1SCC(=O)NCC1CCCO1 (stereo not given) | 4 | -26 | 0 | 1 | 1.1 | 2 | 0 | 1.1 | 1543 | -2 | -0.046
c1ccc(-c2nc3nonc3c3nc4ccccc4n23)cc1 | 4 | -2 | 3 | 0.8 | 0.9 | -1 | -7 | 0.9 | 1474 | 20 | ·
COc1ccc(OC)c(C2/C(=C(/O)c3ccc(C)cc3)C(=O)C(=O)N2Cc2ccco2)c1 (stereo not given) | 0 | -5 | -4 | 0.9 | 1 | 4 | -1 | 1 | 1538 | 10 | -0.84
Cc1nc2ccccc2nc1OCC(=O)NCC(F)(F)F | 4 | -11 | -6 | 0.9 | 1 | 5 | 1 | 0.9 | 1705 | 11 | ·
CC1CCCN(C(=O)C(Cc2ccccc2)n2cccc2)C1 (stereo not given) | 1 | -8 | 0 | 0.8 | 1 | 8 | -1 | 0.9 | 1542 | 22 | ·
CN1CCN(/N=C/c2nc(-c3ccc(Cl)cc3)n3ccccc23)CC1 | 2 | -4 | -10 | 0.9 | 0.8 | -2 | 2 | 0.9 | 1683 | 7 | ·
CCOc1ccc(NC(=O)CN(C)C(=O)C2CCCC2)cc1OCC | 4 | -1 | 5 | 1 | 1 | -4 | -3 | 1 | 1478 | 4 | 2.2
Cc1cc(Cl)c(S(=O)(=O)NC(C(=O)O)c2ccccc2)cc1OCC(N)=O (stereo not given) | 4 | 2 | -2 | 0.9 | 0.9 | -1 | 7 | 1 | 1508 | 11 | 0.42

Some values from above.
Result of Cc1cc(Cl)c(S(=O)(=O)NC(C(=O)O)c2ccccc2)cc1OCC(N)=O (stereo not given) under S1P3 antag: 2
Result of c1ccc(-c2nc3nonc3c3nc4ccccc4n23)cc1 under SRC2 TRFRET art: 1474

The listing continues.
SMILES | PPARg SRC-1 ag | S1P3 antag | G6PDH CS | Diaphorase act | PMI act | PPARg SRC2 recr | PPARg SRC3 recr | PMI act hi M6P | SRC2 TRFRET art | Diaph inh CS | ROMK primary
Nc1nc(-c2cccs2)cs1 | 6 | · | 3 | 0.9 | 0.9 | 8 | 16 | 1 | 1750 | 14 | ·
COc1ccc(/C(=C/c2ccc(OC(F)F)c(OC)c2)C(=O)O)cc1OC | 3 | 21 | 2 | 0.8 | 0.9 | 0 | 0 | 0.9 | 1506 | 18 | ·
Cc1ccc(-c2nn(C)c(=O)c3ccccc23)cc1CNC(=O)Cn1nc(-c2ccccc2)c2ccccc2c1=O | 2 | · | 6 | 1 | 1 | -1 | -7 | 1 | 1583 | 4 | ·
COc1cccc(C(=O)N2CCN(C(=O)c3cccc(F)c3)CC2)c1 | 8 | 14 | -2 | 1 | 1 | 9 | -5 | 1 | 1536 | -2 | ·
CCn1c(N2CCN(CC(=O)c3c[nH]c4ccccc34)CC2)nc2c1c(=O)[nH]c(=O)n2C | 4 | -16 | 7 | 1.2 | 1.4 | 7 | -5 | 1.5 | 1537 | -16 | ·
CCSc1nnc(Nc2ccc(C)cc2)s1 | -4 | · | 6 | 0.9 | 0.9 | -3 | 5 | 1 | 1615 | 7 | ·
O=C(Cc1ccccc1)c1c[nH]c(C(=O)NCCCN2CCOCC2)c1 | -2 | 7 | 7 | 1 | 1.1 | -3 | -2 | 1.1 | 1424 | -4 | -0.91
COc1cc2nc(=S)n3[nH]c(CCn4nc(C)cc4C)nc3c2cc1OC | 7 | -12 | 17 | 0.1 | 0.8 | 2 | 6 | 0.8 | 1584 | 92* | ·
Cc1ccsc1/C=C1/SC(N2CC(C)OC(C)C2)=NC1=O (stereo not given) | 6 | -14 | 2 | 1 | 1.1 | 6 | 4 | 1.1 | 1566 | -4 | -0.63
O=C(O)CC(NC(=O)OCc1ccccc1)c1ccc(Br)cc1 (stereo not given) | 0 | · | -3 | 1 | 1.1 | -4 | -1 | 1.1 | 1573 | -1 | 0.82
NC12CC3CC(CC(C3)C1)C2 | 0 | 7 | 20 | 0.9 | 0.9 | 4 | 1 | 1 | 1392 | 6 | ·
COC(=O)c1cccnc1-n1c(=O)c2cccnc2n(Cc2cccc(OC)c2)c1=O | · | 8 | -1 | 0.7 | 0.9 | · | · | 0.8 | · | 29 | ·
CC(=O)c1ccc(NC(=O)CSCC(=O)Nc2ccc3ccccc3c2)cc1 | 3 | · | 1 | 0.8 | 0.8 | -2 | -6 | 0.9 | 1375 | 21 | 0.26
O=C(NCc1ccccn1)c1ccc(CNS(=O)(=O)c2ccc(F)cc2)cc1 | -10 | -4 | -6 | 0.9 | 1 | -5 | -4 | 1.1 | 1478 | 5 | ·
COc1ccc(C(=O)Cn2nnc(-c3cccs3)n2)cc1 | 10 | -14 | 25 | 0.9 | 0.9 | -4 | 3 | 1 | 1447 | 10 | 0.019
Cc1cc(NC(=O)CCN2C(=O)C3C4CCC(C4)C3C2=O)c(C)cc1Br (stereo not given) | 2 | · | 4 | 0.9 | 0.9 | 1 | 14 | 0.9 | 1709 | 13 | ·
CN1CCOc2cc(S(=O)(=O)Nc3ccc(F)cc3)ccc21 | 3 | -18 | 3 | 0.9 | 1 | 3 | -3 | 1 | 1463 | 12 | ·
CCc1ccc(N/C(N)=N/c2nc(CSc3ncccn3)cc(=O)[nH]2)cc1 | 0 | -19 | 9 | 0.9 | 0.9 | 7 | 3 | 1 | 1808 | 11 | 2.1
O=C(Cc1cccs1)NNC(=S)NC(=O)c1ccc(F)c(F)c1 | 5 | -4 | -16 | 0.7 | 0.8 | -1 | 6 | 1 | 1597 | 34 | ·

A draw from above in order of molar mass, rising:
SMILES | PPARg SRC-1 ag | S1P3 antag | G6PDH CS | Diaphorase act | PMI act | PPARg SRC2 recr | PPARg SRC3 recr | PMI act hi M6P | SRC2 TRFRET art | Diaph inh CS | ROMK primary
COc1ccc(C(=O)Cn2nnc(-c3cccs3)n2)cc1 | 10 | -14 | 25 | 0.9 | 0.9 | -4 | 3 | 1 | 1447 | 10 | 0.019
CN1CCOc2cc(S(=O)(=O)Nc3ccc(F)cc3)ccc21 | 3 | -18 | 3 | 0.9 | 1 | 3 | -3 | 1 | 1463 | 12 | ·
CCc1ccc(N/C(N)=N/c2nc(CSc3ncccn3)cc(=O)[nH]2)cc1 | 0 | -19 | 9 | 0.9 | 0.9 | 7 | 3 | 1 | 1808 | 11 | 2.1
Cc1cc(NC(=O)CCN2C(=O)C3C4CCC(C4)C3C2=O)c(C)cc1Br (stereo not given) | 2 | · | 4 | 0.9 | 0.9 | 1 | 14 | 0.9 | 1709 | 13 | ·
